Compound activity: PubChem, several laboratories
STEP inh = STEP phosphatase inhibitors, primary screen, biochemical, fluorescence intensity, uHTS. recombinant STEP, OMFP fluorogenic substrate. 360,000 compounds, 0.25% hits. AID 588621, 2011. inhibition, % at 20 µM. Tyrosine-protein phosphatase non-receptor type 5 (Homo sapiens), P54829;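 active = inhibition at 20 µM, scaled per plate between control wells, above about 37%, limit read from the data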;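 also: 0% = DMSO with enzyme and substrate and 100% = substrate only without enzyme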
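Test system: STEP tyrosine phosphatase / Reagent: OMFP at 25 µM / Doses: 20 µM, 1% DMSO / Read-out: percent inhibition scaled to no-enzyme and uninhibited-enzyme controls, plate-pattern corrected / Detection: FITC-channel fluorescence of OMFP product / Medium: Bis-Tris buffer pH 6.0, 2.5 mM DTT, 0.005% Tween 20 / Schedule: 20 min at room temperature, dark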
TbMetRS inhib = T. brucei MetRS inhibitors, primary screen, biochemical, luminescence. methionyl-tRNA synthetase (Trypanosoma brucei brucei). purified T. brucei MetRS, ATP depletion, Kinase-Glo luminescence. inhibition, % at 11.9 µM. 360,000 compounds, 0.4% hits. AID 624268, 2012;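 active = inhibition above a per-plate cutoff of the control wells' mean inhibition plus 3 SD, cut at about 5.5% in these data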;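 also: 0% = DMSO wells median and 100% = median of wells with control inhibitor compound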
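Test system: purified T. brucei MetRS enzyme. Also added: ATP, methionine and E. coli bulk tRNA substrates. Compound: 11.9 µM single point. Schedule: 15 min enzyme-compound preincubation, 2 h reaction, 10 min detection, 25 °C. Signal: luciferase luminescence of residual ATP, Kinase-Glo. Evaluation: percent inhibition versus plate control medians. Controls: DMSO wells, low control.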
SUMO1-SIM PPI = modulators of SUMO1 protein-protein interactions, primary screen, biochemical, uHTS. inhibition, % at 20 µM. Small ubiquitin-related modifier 1 (Homo sapiens), P63165. 360,000 compounds, 0.33% hits. SUMO1 binding to a labelled peptide, TR-FRET, 1 h; in the data active = inhibition above about 37%
DNMT1 block = human DNMT1 methyltransferase inhibitors, primary screen, biochemical, molecular beacon, fluorescence, HinP1I cleavage, uHTS; DNA (cytosine-5)-methyltransferase 1 (Homo sapiens), P26358; inhibition (reported as % activation of signal), % at 10 µM; 360,000 compounds, 0.83% hits; AID 588458, 2011; in the data active = inhibition above about 50%
Target sequence (P26358 504-1616 limits assumed): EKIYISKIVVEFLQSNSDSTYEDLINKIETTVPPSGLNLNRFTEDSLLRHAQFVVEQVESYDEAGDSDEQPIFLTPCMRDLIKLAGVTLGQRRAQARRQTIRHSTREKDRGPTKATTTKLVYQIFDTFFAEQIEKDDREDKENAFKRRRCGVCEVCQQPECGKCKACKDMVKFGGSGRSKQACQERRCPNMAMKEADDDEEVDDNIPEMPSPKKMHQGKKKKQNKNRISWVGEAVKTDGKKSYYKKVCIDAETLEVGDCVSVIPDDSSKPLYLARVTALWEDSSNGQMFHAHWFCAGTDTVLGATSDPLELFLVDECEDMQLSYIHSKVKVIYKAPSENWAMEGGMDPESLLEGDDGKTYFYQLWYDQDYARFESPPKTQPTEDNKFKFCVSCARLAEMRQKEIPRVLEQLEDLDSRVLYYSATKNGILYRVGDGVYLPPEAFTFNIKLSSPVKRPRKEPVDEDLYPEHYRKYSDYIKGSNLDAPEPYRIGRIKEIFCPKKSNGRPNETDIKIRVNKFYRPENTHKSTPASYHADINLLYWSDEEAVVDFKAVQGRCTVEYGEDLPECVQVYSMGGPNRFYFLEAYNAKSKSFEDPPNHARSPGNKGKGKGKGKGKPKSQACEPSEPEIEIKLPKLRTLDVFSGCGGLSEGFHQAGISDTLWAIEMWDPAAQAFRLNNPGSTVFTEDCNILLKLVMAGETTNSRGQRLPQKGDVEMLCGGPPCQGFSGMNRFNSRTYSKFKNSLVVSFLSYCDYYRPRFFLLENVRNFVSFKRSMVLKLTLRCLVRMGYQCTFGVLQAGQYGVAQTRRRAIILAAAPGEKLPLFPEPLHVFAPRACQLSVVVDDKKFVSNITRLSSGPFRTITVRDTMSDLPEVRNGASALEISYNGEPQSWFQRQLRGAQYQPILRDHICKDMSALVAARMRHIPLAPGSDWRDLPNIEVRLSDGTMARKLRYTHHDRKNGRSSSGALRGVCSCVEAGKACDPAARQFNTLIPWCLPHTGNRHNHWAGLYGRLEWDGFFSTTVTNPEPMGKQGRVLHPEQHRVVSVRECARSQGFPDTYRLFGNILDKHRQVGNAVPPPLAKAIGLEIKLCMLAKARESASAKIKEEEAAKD
Scp-1 inhibitor = Scp-1 phosphatase inhibitors, primary screen, biochemical, colorimetric, uHTS; 340,000 compounds, 0.88% hits; inhibition, % at 20 µM; Recombinant Scp1, phosphopeptide, malachite green phosphate absorbance;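 active = inhibition above about 50% at 20 µM, limit read from the data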;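 also: plate controls were DMSO wells with enzyme for no effect and wells lacking enzyme for full effect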
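System: truncated SCP-1 phosphatase (76-261aa); medium: Tris acetate buffer pH 5.5 with MgCl2 and Tween-20; incubation: 45 min room-temperature reaction, 5 min colour, 30 min stabiliser; compound: single 20 µM dose, 1% DMSO; reagent: Phosphorylated 17-residue peptide substrate; read-out: % inhibition at 20 µM; technique: colorimetric free-phosphate detection, absorbance 630 nm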
bovine MsrA act = bovine MsrA enzyme activators, primary screen, biochemical, absorbance, HTS. Methionine sulfoxide reductase A (Bos taurus). purified bovine MsrA, absorbance read-out. activation, % at 10.6 µM. 360,000 compounds, 0.3% hits; in the data active = activation above about 7.5%;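 also: 0% = vehicle and 100% = reference activator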
MsrA inhibitor = bovine MsrA enzyme inhibitors, primary screen, biochemical, absorbance, HTS. 360,000 compounds, 0.75% hits. Methionine sulfoxide reductase A (Bos taurus). inhibition, % at 15.5 µM. purified bovine MsrA, absorbance read-out. AID 651718, 2012; in the data active = inhibition above about 4.5%;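 also: 0% = vehicle wells with enzyme and 100% = reference inhibitor wells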
eLon inh = inhibitors of E. coli Lon protease, primary screen, biochemical, fluorescence polarization | P0A9M0 | purified E. coli Lon protease | inhibition, % at 7.94 µM | 360,000 compounds, 0.42% hits | AID 602123, 2011; in the data active = inhibition above about 13%, passing the limit was not always enough;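 also: 0% = enzyme with probe and DMSO and 100% = no enzyme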
LMPTP inh = LMPTP phosphatase inhibitors, primary screen, biochemical, fluorescence intensity, uHTS; Low molecular weight phosphotyrosine protein phosphatase (Homo sapiens), P24666; recombinant LMPTP-A, OMFP fluorogenic substrate; inhibition, % at 20 µM; 360,000 compounds, 0.22% hits; AID 651560, 2012;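 active = compounds that cut the enzyme signal by at least half of the control window in the single-dose screen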;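 also: plate controls were DMSO wells with enzyme plus substrate for no effect and substrate without enzyme for full effect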
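Assay system: LMPTP-A enzyme. Input: 0.625 nM LMPTP-A final. Probe or stimulus: 400 µM OMFP. Compound dosing: single 20 µM dose. Schedule: 50 min dark incubation at room temperature. Detection: fluorescence intensity of OMFP turnover product. Read-out: percent inhibition versus substrate-only and uninhibited controls. Benchmarks: no-enzyme low control, uninhibited high control.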
NRP1-CendR mod = modulators of CendR peptide binding to NRP-1, primary screen, biochemical, fluorescence polarization, uHTS; 360,000 compounds, 0.85% hits; inhibition, % at 25 µM; FAM-RPARPAR peptide binding to NRP-1; Neuropilin-1 (Homo sapiens), O14786;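 active = inhibition or corrected inhibition above about 18%, plus a signal ratio from 0.5 to 1.5, limit read from the data, passing the limit was not always enough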; also: strong numbers were not always called active
Active calls of the source: *; . = not tested or not shown. Rows were taken by chance (roughly 4.3% active in at least one column).

LMPTP inh,eLon inh,SUMO1-SIM PPI,Scp-1 inhibitor,MsrA inhibitor,DNMT1 block,NRP1-CendR mod,STEP inh,bovine MsrA act,TbMetRS inhib,smiles
-0.5,-10.6,-0.4,-4.6,0.1,9.7,5.6,0.4,-7.2,-1.2,FC(F)(F)c1ccc(Cl)c(NC(=S)N/N=C/c2ccccc2C(F)(F)F)c1
-1.2,-9.9,-0.3,.,1.6,2.9,7.9,1.5,-3.8,-1.4,C[C@H](CO)N1C[C@H](C)[C@@H](CN(C)S(=O)(=O)c2ccccc2C#N)OCc2cn(nn2)CCCC1=O
0.1,-5.4,-23.9,-0.5,0.4,5.2,2.3,-1.4,-2.6,-0.3,COc1ccc([C@H]2CC(=O)C=C(/C=C/Cc3ccccc3)C2)cc1
-1.1,-8.3,-3.2,-6.1,-0.3,0.7,9.2,-1.8,-4.5,-0.8,Cc1nc(CNC(=O)C2CCC(=O)N(Cc3cccc(F)c3)C2)sc1C (stereo not drawn)
-0.6,-5.3,0.6,2.9,-0.3,5.4,-1.4,7.4,-2.7,-0.2,NC(=O)C1CCCN(C(=O)NC2CCCCC2)C1 (stereo not drawn)
-1.4,-0.3,3.7,-4.4,-0.4,-2.9,-2.1,0.2,-3.1,-0.6,O=C(O)C1Cc2ccccc2CN1C(=O)CCl (stereo not drawn)
-0.8,-10.3,-1.8,2.5,-0.4,-0.9,-9.4,-2.3,-1.4,-0.5,C=CCn1c(P(=O)(O)c2ccccc2)nc2ccccc21
-0.3,1.1,-2.5,-13.5,0.1,-0.4,-1.8,-0.9,-2.2,0.5,CCN(CC(=O)Nc1c(F)cccc1F)C(=O)c1ccc(C#N)cc1
0.7,-1.4,-3.9,-5.2,0.6,-25.9,1.6,3.5,-2.5,-0.1,O=[N+]([O-])c1cc(-c2csc(NCCc3nc4cc(Cl)c(N5CCCCC5)cc4n3CCCO)n2)ccc1Cl
0.1,-4.4,-4.4,1.6,-0.4,-6.5,-3.1,-2.0,-10.5,-1.4,CC[C@H](C)[C@H](NC(N)=O)C(=O)OCC(=O)NCc1ccc(Cl)cc1
1.3,2.0,-4.3,-3.7,3.6,0.1,8.8,-1.2,1.0,0.3,CCOc1ccccc1NCc1cc(=O)oc2cc(C)c(O)cc12
-0.6,4.5,5.2,3.0,0.2,-2.9,-6.5,3.8,-5.6,37.8*,O=C(Nc1ccc(Cl)cc1)Nc1cc(S(=O)(=O)N2CCOCC2)ccc1N1CCCC1
2.1,3.0,-1.2,-7.0,0.3,-1.9,-14.3,8.8,-0.2,-0.6,Cc1cc2cc(CN(Cc3cccs3)C(c3nnnn3C(C)(C)C)C(C)C)c3nnnn3c2cc1C (stereo not drawn)
-0.7,0.8,-20.7,10.8,-0.1,-1.2,14.4,3.9,-6.0,-0.8,O=S(=O)(Nc1ccc2c(c1)OCCO2)c1cccc2nsnc12
0.6,-6.2,-0.4,-2.0,-0.9,3.7,-2.2,19.3,-2.6,-1.1,CCC(=O)Nc1ccc2nc(C3CC3)n(Cc3ccc(C(C)(C)C)cc3)c(=O)c2c1
5.3,-56.5,-23.9,-5.4,1.2,-1.4,92.1,-9.8,-6.1,0.0,NN=C1c2ccccc2C(=O)C1C(=O)C(c1ccccc1)c1ccccc1 (stereo not drawn)
-1.0,9.7,-1.6,-11.3,-1.0,-0.1,4.8,2.3,-0.5,-0.5,CC(=O)NC(CC(=O)Nc1ccc(S(=O)(=O)N2CCCC2)cc1)c1ccccc1 (stereo not drawn)
3.1,.,4.4,.,1.4,.,-4.5,.,.,-1.1,COc1ccc(CCC(=O)N2c3ccccc3N=C(c3ccc(C(F)(F)F)cc3)C2C(=O)NC(C)(C)C)cc1 (stereo not drawn)
-1.4,0.6,1.2,-0.4,-1.9,-5.8,-4.5,4.2,-2.7,-0.5,Brc1ccc(-c2nnc(-c3cccnc3)o2)cc1
-2.6,-7.0,8.6,-4.0,2.2,4.1,-5.0,2.8,-3.5,-0.5,Cc1c(CCC(=O)NCCCN2CCCC2=O)c(=O)oc2c(C)c(O)ccc12
-0.8,-10.0,1.3,-10.4,-0.9,1.2,0.7,-2.7,-0.4,-0.4,Cc1onc(-c2c(F)cccc2Cl)c1C(=O)NNC(=O)C1CCN(Cc2ccccc2)CC1
-0.9,-0.1,1.1,-10.6,-0.2,-0.3,-12.0,-0.5,-2.4,-0.5,CCn1ccnc1CN(C)Cc1nc(-c2ccc(C(=O)OC)cc2)no1
-1.7,7.6,0.5,-4.2,-0.6,-0.9,7.6,-3.6,-1.3,-0.3,C/C(Cl)=C/Cn1c(NCCN(C)C)nc2c1c(=O)n(C)c(=O)n2C
-1.3,-13.5,-1.7,-0.8,0.6,0.8,4.7,-5.0,-6.7,-0.8,COc1ccccc1N1CCN(CC(=O)Nc2c(C)n(C)n(-c3ccccc3)c2=O)CC1
-1.0,0.9,-2.9,-6.0,0.0,1.8,-2.8,-3.5,-0.1,0.0,COCCNCCCCOc1c(Cl)cc(C)cc1Br
2.3,-2.3,38.5,86.2*,0.6,87.6*,-1.6,10.4,-1.7,0.0,CCc1cccc(NC(=O)CCS(=O)(=O)c2ccc(Br)cc2)c1
-0.3,-9.7,4.7,-0.1,0.3,3.4,13.8,-2.0,-13.0,-0.8,Cc1ccc(S(=O)(=O)NCCC(=O)N2CC(C)OC(C)C2)cc1C (stereo not drawn)
-0.7,4.3,-0.6,1.8,1.2,-1.6,-5.2,0.2,1.2,-0.1,COc1ccc(NC(=O)Cc2cccs2)cc1S(=O)(=O)N1CCCCC1
0.3,-10.5,6.4,-16.3,0.0,-2.3,11.4,-1.3,-0.3,-0.4,Cc1cccc(S(=O)(=O)N2CCCc3ccccc32)c1
-2.4,-4.5,1.7,-7.7,-0.8,-0.2,2.5,-2.8,-13.5,-1.0,Clc1ccc(-c2nnc(SCc3cn4ccsc4n3)n2CC2CCCO2)cc1 (stereo not drawn)
0.1,.,-23.5,.,-0.4,.,-1.2,.,.,-0.6,Nc1c(-c2ccccc2)nc2ncccn12
-2.0,-9.3,2.1,-14.1,1.2,13.8,2.7,1.3,-15.1,-1.7,Cc1onc(-c2ccccc2Cl)c1C(=O)N1CCOC12CCCCC2
-1.2,-18.6,5.8,-8.6,0.5,2.4,4.4,1.2,-2.2,-0.2,CCN1C(=O)N[C@H](c2ccccc2)C(C(C)=O)=C1C
-0.2,-9.2,1.6,-2.2,1.0,2.6,-2.2,0.1,-1.9,-0.2,CCOc1ccccc1OCCCC(=O)NNC(=O)c1cc(C)oc1C
-1.4,2.8,-6.1,-3.8,-2.1,7.5,7.6,-2.1,-2.6,-0.1,O=C(N/N=C/C=C/c1cccc([N+](=O)[O-])c1)c1ccncc1
-0.2,-2.5,-0.2,-2.6,-1.1,-1.0,3.6,0.6,-4.6,-0.2,O=C(CSc1ncn(-c2ccccc2)n1)N1CCN(c2ccccc2)CC1
-1.0,-0.3,-7.4,-10.4,0.9,-3.1,-0.9,2.7,-2.1,-0.6,Clc1ccc(N2CCN(c3nc4nonc4nc3N3CCSCC3)CC2)nc1
-0.5,-9.7,-2.2,-10.4,0.9,-5.7,2.7,-0.8,-0.5,-0.4,COc1ccc(C(=O)N[C@H](C(=O)OCCCOC(=O)[C@@H](NC(=O)c2ccc(OC)cc2)C(C)C)C(C)C)cc1
0.9,2.4,-5.9,0.1,-1.1,-0.5,2.6,-1.5,-10.0,-0.7,O=C(CSc1cccc2cccnc12)Nc1cccc(S(=O)(=O)N2CCOCC2)c1
1.6,1.3,1.6,-4.2,-1.9,-3.0,-0.7,2.8,-7.0,-0.5,COc1cccc(NC(=O)C(=O)NCCC2CCCCN2S(=O)(=O)c2ccccc2)c1 (stereo not drawn)

Given as labelled records: two of the compounds above
SMILES: O=C(N/N=C/C=C/c1cccc([N+](=O)[O-])c1)c1ccncc1
  LMPTP inh: -1.4 | eLon inh: 2.8 | SUMO1-SIM PPI: -6.1 | Scp-1 inhibitor: -3.8 | MsrA inhibitor: -2.1 | DNMT1 block: 7.5 | NRP1-CendR mod: 7.6 | STEP inh: -2.1 | bovine MsrA act: -2.6 | TbMetRS inhib: -0.1

SMILES: O=C(CSc1ncn(-c2ccccc2)n1)N1CCN(c2ccccc2)CC1
  LMPTP inh: -0.2 | eLon inh: -2.5 | SUMO1-SIM PPI: -0.2 | Scp-1 inhibitor: -2.6 | MsrA inhibitor: -1.1 | DNMT1 block: -1.0 | NRP1-CendR mod: 3.6 | STEP inh: 0.6 | bovine MsrA act: -4.6 | TbMetRS inhib: -0.2

Carrying on.
LMPTP inh,eLon inh,SUMO1-SIM PPI,Scp-1 inhibitor,MsrA inhibitor,DNMT1 block,NRP1-CendR mod,STEP inh,bovine MsrA act,TbMetRS inhib,smiles
-0.6,-4.9,-0.5,-12.3,0.1,1.4,-19.1,-0.5,0.8,0.2,COc1ccc(N)cc1S(=O)(=O)Nc1ccccc1Cl
-0.1,-1.8,-1.5,-2.3,-0.2,3.8,0.6,-0.1,-1.6,-0.3,Cc1ccnn1CCC(=O)N1CCCC(CCC(=O)NCc2ccccc2F)C1 (stereo not drawn)
0.0,5.9,-0.7,-8.0,-0.3,0.8,-12.0,-1.7,-2.2,-0.7,O=C(Nc1nc2ccc(C(=O)N3CCCCC3)cc2s1)C1CCCCC1
1.1,0.8,-2.0,-13.9,1.0,-10.6,-11.8,-1.2,-7.2,-0.8,CC(C)CC(/C(O)=C(\C#N)c1nc2ccccc2[nH]1)N1C(=O)c2ccccc2C1=O (stereo not drawn)
3.0,-2.0,4.0,.,-0.2,-0.7,4.4,-2.3,0.3,0.6,O=C(COC(=O)c1cccc(S(=O)(=O)N2CCCC2)c1)Nc1cccc(Br)c1
4.5,-3.7,-3.0,9.6,0.2,-9.4,11.8,1.1,-3.6,-1.2,Cc1ccc(-c2cc3nc(-c4ccccc4)cc(N4CCC5(CC4)OCCO5)n3n2)cc1
